ARFGAP1 inh: inhibitors of rat ARFGAP1 GAP activity, primary screen, biochemical, fluorescence polarization, GDP tracer; Arfgap1-stimulated ARF1 GTP hydrolysis, GDP FP detection; ADP-ribosylation factor GTPase-activating protein 1 (Rattus norvegicus), Q62848; hit rate 0.26% among 360,000; inhibition, % at 16.5 µM;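 active means inhibition above a per-plate limit, mean inhibition of low control wells plus 3 SD, cut at about 25% in these data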;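 further: 0% = DMSO wells with enzyme and 100% = wells lacking Arfgap1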
Target sequence (Q62848 1-136 limits assumed): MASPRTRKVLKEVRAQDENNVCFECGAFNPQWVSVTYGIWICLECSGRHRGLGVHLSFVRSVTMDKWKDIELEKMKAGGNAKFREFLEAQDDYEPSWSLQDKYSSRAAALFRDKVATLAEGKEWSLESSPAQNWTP
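Replicates: Single well per compound | Assay system: Truncated rat Arfgap1 GAP domain | Control set: No-Arfgap1 wells (100%) versus DMSO full-reaction wells (0%) | Times: Enzyme reaction 120 min at 25 °C after 20 min preincubation | Reagent: Human ARF1(Δ1-17)-GTP substrate | Measured by: Tracer-displacement fluorescence polarization with EDTA stop, 620/688 nm | Measure: Percent inhibition of Arfgap1-stimulated GTP hydrolysis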
UHRF1 binding: UHRF1 methylated DNA binding inhibitors, primary screen, counter-screen for MBD2 inhibitor project, biochemical, TR-FRET, human UHRF1, single concentration; UHRF1 binding to methylated oligo; inhibition, % at 4.4 µM; hit rate 0.75% among 370,000; AID 687016, 2013; in the data active means inhibition above about 21%;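 further: UHRF1 SRA domain binding a hemimethylated CpG hairpin DNA probe; 0% = median of test compound wells and 100% = reference inhibitor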
DDE Tn6 FP inh: inhibitors of Tn6 peptide binding to fibrin DD(E), primary screen, biochemical, fluorescence polarization, human fibrin, Tn6 probe; Fibrin DD(E) TRITC-Tn6 fluorescence polarization displacement; AID 720509, 2013; Fibrinogen beta chain (Homo sapiens), P02675; hit rate 0.21% among 370,000; inhibition, % at 8.3 µM;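 active means inhibition above a per-campaign cutoff: mean of compounds within control limits plus 3 SD, cut at about 15% in these data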;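 further: 0% = median of all compound wells on the plate and 100% = blocking peptide control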
ADAM17 inh: ADAM17 inhibitors, primary screen, biochemical, QFRET | Disintegrin and metalloproteinase domain-containing protein 17 (Homo sapiens), P78536 | recombinant ADAM17, EDANS/DABCYL FRET peptide cleavage | inhibition, % at 6.95 µM | hit rate 0.83% among 370,000;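 active means inhibition above the mean of compounds lying between control limits plus 3 SD, set per campaign, cut at about 8.5% in these data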;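 further: 0% = DMSO-only wells as the low control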
ASAP1 GAP inh: inhibitors of human ASAP1 ArfGAP activity, primary screen, biochemical, fluorescence polarization; Arf-GAP with SH3 domain, ANK repeat and PH domain-containing protein 1 (Homo sapiens), …; ASAP1-stimulated ARF1 GTP hydrolysis, GDP FP detection; inhibition, % at 16.5 µM; hit rate 0.19% among 360,000; in the data active means inhibition above about 25%;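 further: 0% = vehicle with enzyme and substrate and 100% = no enzyme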
Target sequence (Q9ULH1 325-724 limits assumed): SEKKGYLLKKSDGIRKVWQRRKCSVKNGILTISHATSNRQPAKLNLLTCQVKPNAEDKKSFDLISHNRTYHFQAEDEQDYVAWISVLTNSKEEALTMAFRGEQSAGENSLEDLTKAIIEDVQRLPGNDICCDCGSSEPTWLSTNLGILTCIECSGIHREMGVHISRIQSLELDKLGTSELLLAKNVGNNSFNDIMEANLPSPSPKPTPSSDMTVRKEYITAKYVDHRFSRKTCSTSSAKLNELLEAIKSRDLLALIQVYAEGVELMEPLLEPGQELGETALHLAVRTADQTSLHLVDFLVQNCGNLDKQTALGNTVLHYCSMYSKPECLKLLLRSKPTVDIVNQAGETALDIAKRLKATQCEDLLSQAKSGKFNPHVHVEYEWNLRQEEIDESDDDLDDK
proKLK7 act: proKLK7 zymogen activators, primary screen, biochemical, fluorescence intensity; hit rate 0.9% among 370,000; purified proKLK7, EDANS-DABCYL substrate fluorescence; 100% is mature enzyme control, 0% vehicle; Kallikrein-7 (Homo sapiens), P49862; activation, % at 7 µM;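 active means activation above the mean of all tested compounds plus 3 SD, computed per campaign excluding outliers beyond control limits, cut at about 13% in these data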
Target sequence (P49862 whole entry, looked up): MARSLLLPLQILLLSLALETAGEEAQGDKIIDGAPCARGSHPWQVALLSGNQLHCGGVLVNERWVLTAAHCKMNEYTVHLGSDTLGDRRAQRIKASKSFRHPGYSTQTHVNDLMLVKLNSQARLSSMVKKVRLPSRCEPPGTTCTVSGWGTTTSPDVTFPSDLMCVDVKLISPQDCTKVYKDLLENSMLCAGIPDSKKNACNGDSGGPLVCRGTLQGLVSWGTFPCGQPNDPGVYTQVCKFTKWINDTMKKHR
PLC-beta3 inh: human PLC-beta3 inhibitors, primary screen, biochemical, fluorescence | 1-phosphatidylinositol 4,5-bisphosphate phosphodiesterase beta-3 (Homo sapiens), Q01970 | Purified PLC-beta3, fluorogenic substrate | inhibition, % at 12.2 µM | hit rate 0.18% among 370,000; in the data active means inhibition above about 11%;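 further: 0% = median of compound wells on plate and 100% = full blocker control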
PLC-gamma1 inh: PLC-gamma1 enzyme inhibitors, primary screen, biochemical, fluorescence, purified enzyme | fluorogenic substrate | inhibition, % at 12.2 µM | hit rate 0.84% among 370,000 | AID 720700, 2013; in the data active means inhibition above about 9.5%
MBD2 inh: inhibitors of MBD2 binding to methylated DNA, primary screen, biochemical, TR-FRET, DNA-binding domain, human; hit rate 0.31% among 370,000; Methyl-CpG-binding domain protein 2 (Homo sapiens), Q9UBB5; inhibition, % at 4.4 µM; AID 686964, 2013; MBD2 binding to methylated oligonucleotide; in the data active means inhibition above about 13%
DDE Tn7 FP inh: inhibitors of Tn7 peptide binding to fibrin DD(E), primary screen, biochemical, fluorescence polarization, human fibrin, Tn7 probe; Fibrinogen beta chain (Homo sapiens), P02675; FP displacement of FITC-Tn7 peptide from fibrin DD(E); 0% = median of compound wells per plate; inhibition, % at 8.3 µM; hit rate 0.13% among 370,000;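 active means inhibition above the mean of compounds falling within the control limits plus 3 SD of them, cut at about 14% in these data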;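 further: 0% = plate median of compound wells and 100% = 10 µM Aha-Tn7 peptide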
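Measure: % inhibition scaled between sample-field median and high-control FP; Test system: human fibrin DD(E); Quantity: 2 µM final DD(E) protein; Doses: one dose, 8.3 µM nominal; Schedule: compound with protein 10 min, then 3 h after probe, room temperature; Detection: fluorescence polarization; Medium: Tris buffer with calcium and detergent, pH 7.8.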
Starred values were filed as active, the others as inactive; nt = not tested or not shown. Compounds as they come, and some 4.1% of all compounds hit somewhere here.

SMILES	ARFGAP1 inh	UHRF1 binding	DDE Tn6 FP inh	ADAM17 inh	ASAP1 GAP inh	proKLK7 act	PLC-beta3 inh	PLC-gamma1 inh	MBD2 inh	DDE Tn7 FP inh
O=C(COC(=O)c1ccccc1N1C(=O)C2C3CCC(C3)C2C1=O)c1ccccc1 (stereo unspecified)	-5	-1	2	0	-5	-0.2	4	1	-2	3
CC(OC(=O)CCCSc1nc2ccccc2s1)C(=O)NC(N)=O (stereo unspecified)	-10	-3	0	0	-17	0.2	-1	1	-6	0
O=C(O)c1ccc(-c2noc(-c3cccc(C(F)(F)F)c3)n2)cc1	4	7	-4	-2	4	-0.4	0	1	4	4
CCC(C)(C)C1CCC2(CC1)NC(=O)N(CC(=O)NCCc1ccc(OC)c(OC)c1)C2=O (stereo unspecified)	10	0	5	4	-17	0.3	-1	2	-2	-8
O=C(NCC(=O)N1CCN(Cc2c(F)cccc2Cl)CC1)c1cccc(Cl)c1	-8	1	2	2	-12	-0.2	4	-1	3	3
O=C(C[C@H]1C[C@H](C(=O)N2CCOCC2)[C@@]2(CCC3CCCC3)c3[nH]c4ccc(Cl)cc4c3CCN2C1=O)NCc1ccco1	-7	-3	1	0	-9	0.3	3	2	-2	2
O=C(CCN1CCOCC1)NCC1COc2ccccc2O1 (stereo unspecified)	6	2	10	-6	-9	0.4	-4	2	2	7
Cc1cccc(N2CC(C(=O)Nc3ccc(N4CCOCC4)cc3)CC2=O)c1C (stereo unspecified)	9	-2	-3	-2	7	-0.1	1	-2	-3	-8
CC1(C)Oc2ccc3ccc(=O)oc3c2C[C@H]1O[C@@H]1O[C@H](CO)[C@@H](O)[C@H](O)[C@H]1O	-11	0	6	-122	3	0.8	-51	-30	-1	-5
S=C(Nc1ccc(Oc2ccc(NC(=S)NC3CCCCC3)cc2)cc1)NC1CCCCC1	-1	-6	-4	3	3	0.0	2	1	-4	-1
CC(C)(C)NC(=O)NCc1cccnc1	8	4	-5	-2	6	0.0	-2	1	6	-3
Cn1c(=N)n(CC(=O)O)c2ccccc21	5	1	4	-2	-16	0.1	2	2	-3	-1
O=C(NCCOc1ccccc1)C(c1ccccc1)c1ccccc1	-2	1	3	-2	-4	-0.2	3	2	-4	6
C/C(=N\NS(=O)(=O)c1ccccc1)c1cccc(NC(=O)c2cccc(Cl)c2)c1	6	2	0	6	3	0.4	4	2	-2	-4
COc1ccc(-n2nc([N+](=O)[O-])c(=NCCC3=CCCCC3)n2O)cc1	12	-1	0	-4	-2	-0.4	-6	6	9	2
O=S(c1ccc2ccccc2c1)c1cnns1 (stereo unspecified)	-11	3	3	7	2	-0.2	1	1	-3	-3
COc1ccc(CNc2oc(COc3ccccc3)nc2C#N)cc1	13	-4	-9	7	9	-0.4	1	4	-4	-13
CCc1ccc(NC2=CC(=O)CC(c3ccco3)C2)cc1 (stereo unspecified)	-5	4	-14	9.6*	-16	-1.8	-12	-9	1	-1
NS(=O)(=O)c1ccc(CCNC(=O)CSCC(=O)Nc2ccc(Cl)cc2)cc1	-2	0	-3	2	-13	0.3	-6	-2	-3	-5
O=C(NN=C1CCCC1)c1[nH]c2ccc(Br)cc2c1-c1ccccc1	14	-3	5	-4	11	-0.9	-19	-8	3	2
COc1cccc(C(=O)NC(=S)Nc2ccc(N(C)C)cc2)c1	9	-2	-3	6	5	-0.1	1	4	-4	-3
CCc1cccc(OCC(=O)Nc2ccc(S(=O)(=O)Nc3onc(C)c3C)cc2)c1	0	-1	7	-2	2	0.2	-1	-4	1	-4
CCCCc1c(-c2ccc(F)cc2F)ncn1CCc1ccccc1OC	12	11	8	6	-3	-0.2	7	-1	7	-1
Cc1ccccc1NC(=O)c1ccc2c(c1)N(C)CCS2	3	-3	-1	-30	-6	5.7	-330	-347	3	11
Cc1ccnc(NC(=O)c2cccc(S(=O)(=O)N3CCN(c4ccccc4)CC3)c2)c1	1	-2	9	1	-7	0.2	2	-3	-2	3
Nc1cc(=O)[nH]c(SCC(=O)Nc2cccc([N+](=O)[O-])c2)n1	5	1	-4	-4	1	-0.2	0	-1	2	6
Clc1cc(Cl)cc(Nc2ncnc(-n3cccc3)n2)c1	2	1	-2	-2	0	0.6	-5	3	4	-4
CCCC(C(=O)NC1CCCC1)N(C(=O)Cn1nnc(-c2ccc(C)o2)n1)c1cccc(O)c1 (stereo unspecified)	4	0	4	0	-6	0.0	-14	-5	-3	-4
Cc1ccc(S(=O)(=O)Nc2ccccc2F)cc1C(=O)OC(C)C(=O)N1CCOCC1 (stereo unspecified)	8	-2	-4	-3	0	-0.3	5	3	-4	3
Cc1cc(=O)c(C(=O)O)cn1Nc1ccc(F)cc1	0	2	5	-3	-5	0.0	1	1	3	1
Cc1ccnc(NCc2ccc(Br)cc2)c1	-9	3	-1	-6	5	0.4	-8	-10	1	6
CCOc1ccc(N2CC(C(=O)Nc3ccccc3F)CC2=O)cc1 (stereo unspecified)	-5	8	-3	4	4	0.2	1	8	-1	-9
Cc1ccccc1CS(=O)(=O)Cc1ccc(C(=O)Nc2cccc(Cl)c2F)o1	nt	0	10	4	nt	0.2	-4	-1	-9	5
Cc1cc(C)cc(N2C(=O)CC(Cn3nc(C)cc3C)C2=O)c1 (stereo unspecified)	6	-1	-3	-2	4	-1.3	-1	1	-4	4
Fc1ccc(Nc2ccnc(C(F)(F)F)c2)cc1	14	0	-4	-3	9	-0.2	-7	5	4	2
O=C(Nc1cccc2ncccc12)c1ccccc1F	7	-2	-13	-4	3	0.3	-6	-6	2	-4
CCOC(=O)C(C)Sc1nc(-c2cccs2)ccc1C#N (stereo unspecified)	-7	3	7	-192	6	-4.2	-94	-63	-3	0
COCCN(C(=O)c1ccc(NC2CC2)c([N+](=O)[O-])c1)c1c(N)n(CC(C)C)c(=O)[nH]c1=O	-28	-4	0	-2	-5	0.7	-3	-3	-2	2
CC(CCc1ccccc1)NC(=O)COC(=O)c1ccc(F)cc1 (stereo unspecified)	8	0	-1	-1	-12	0.3	-14	6	1	5
COc1ccc(C(=O)Nc2ccc(C(=O)N3CCCCC3C)cc2)c(OC)c1OC (stereo unspecified)	11	-3	-2	-1	-4	0.0	-8	-2	-1	4
COC(=O)/C(=C/c1c[nH]c2ccccc12)[N+](=O)[O-]	-8	1	-4	0	9	0.0	0	0	-5	-11
CNc1ccc(C(=O)OCC(=O)Nc2ccnn2C(C)C)cc1[N+](=O)[O-]	2	-10	1	1	-2	-0.6	1	-1	-8	0
CC(C)(C)n1nnnc1C(c1cccc(C(F)(F)F)c1)N1CCOCC1 (stereo unspecified)	8	3	1	6	7	-0.8	11	-3	-2	-11
O=C(NN=Cc1ccc(O)cc1)c1ccccc1NS(=O)(=O)c1cccs1	0	-1	-6	-1	-4	-3.0	-55	-45	-4	-7
CCOC(=O)C(NC(C)=O)(Nc1ccc(S(=O)(=O)Nc2ncccn2)cc1)C(F)(F)F (stereo unspecified)	2	2	-7	-3	2	-0.2	-3	1	6	11
CC1CC(C)CN(CCCOc2ccccc2[N+](=O)[O-])C1 (stereo unspecified)	4	1	4	1	3	0.5	2	1	-2	8
CCc1ccc(CN(C)C(=O)c2cc(COc3c(F)cccc3F)on2)cc1	2	1	-1	3	-11	1.2	1	0	-3	-8
Cc1cc(C)nc(-n2ncc3c2CCCC3=O)n1	2	-3	-9	-2	3	0.1	0	1	4	7
COC(=O)c1ccc2nc(-c3ccc(Cl)cc3)c(CC3CCCCC3)n2c1	18	17	0	-9	13	-0.7	-14	-13	7	1
S=c1[nH]c2ccccc2n2cccc12	-7	-1	-4	-8	5	0.6	-30	-22	-8	4
Later entries.
SMILES	ARFGAP1 inh	UHRF1 binding	DDE Tn6 FP inh	ADAM17 inh	ASAP1 GAP inh	proKLK7 act	PLC-beta3 inh	PLC-gamma1 inh	MBD2 inh	DDE Tn7 FP inh
CCN(CC)CC(=O)n1c2c(c3ccccc31)CCCC2	-13	-4	-1	-2	-11	0.1	-5	-2	-3	2
Cc1c(C2(O)CCCCC2)[nH]c2cnccc12	-1	6	0	-300	7	77*	-486	-338	5	7
CSCC(=O)Nc1ccc(F)c(Cl)c1	11	0	0	-4	-2	-0.4	-8	0	-2	7
Cc1[nH]nc2c1C1(CCN(Cc3ccccc3)CC1)C(C#N)=C(N)O2	-1	-9	5	-12	-4	0.8	-31	-28	1	7
O=C(Cc1coc2ccc3ccccc3c12)Nc1nccs1	-2	3	0	-4	19	-0.1	-7	-2	2	-4
COC(=O)Nc1ccc(S(=O)(=O)N2CCC(C(=O)N3CCCC(C)C3)CC2)cc1 (stereo unspecified)	-3	0	-12	1	0	0.0	8	0	2	0
COc1ccc(/C=N/NC(=O)c2cccnc2)cc1COc1ccc(NC(C)=O)cc1	0	-4	-3	-2	-2	-0.1	-3	-3	3	5
CCCn1c(CNS(=O)(=O)c2ccc(C)cc2)nc2ccccc21	-8	0	9	-2	-7	0.5	0	0	2	8
Cc1c(OCC(=O)NC2CC(C)(C)NC(C)(C)C2)ccc2c3c(c(=O)oc12)CCC3	4	-4	9	-36	10	0.6	-13	-3	-2	-1
Cc1cc(C)n(Cc2ccc(C(=O)NCc3ccco3)o2)n1	-5	3	1	9.4*	5	0.3	3	4	-9	-2
CCc1ccc(N(CC(=O)Nc2sc3c(c2C(=O)OC)CCCC3)S(C)(=O)=O)cc1	7	4	1	-1	-4	0.2	4	0	1	8
COc1cccc(-c2c(C(=O)N/N=C/c3ccncc3)nnn2-c2nonc2N)c1	8	-2	-4	-1	18	1.0	0	4	-3	2
COc1ccccc1-c1nnc2sc(COc3ccccc3)nn12	4	-2	8	1	-8	0.2	3	2	3	-5

Record cards, as listed above. Values in the order: ARFGAP1 inh | UHRF1 binding | DDE Tn6 FP inh | ADAM17 inh | ASAP1 GAP inh | proKLK7 act | PLC-beta3 inh | PLC-gamma1 inh | MBD2 inh | DDE Tn7 FP inh
Profile of COC(=O)Nc1ccc(S(=O)(=O)N2CCC(C(=O)N3CCCC(C)C3)CC2)cc1 (stereo unspecified) : -3 | 0 | -12 | 1 | 0 | 0.0 | 8 | 0 | 2 | 0
Profile of COc1ccc(/C=N/NC(=O)c2cccnc2)cc1COc1ccc(NC(C)=O)cc1 : 0 | -4 | -3 | -2 | -2 | -0.1 | -3 | -3 | 3 | 5

Assay outcomes from PubChem.
